Bioassay records as filed in PubChem.
M1 antag: human CHRM1 antagonism; P11229; CHO-K1 hM1, Fluo-8 calcium fluorescence, ACh EC80 antagonist; inhibition, % at 3 µM; 360,000 tested, 1.3% active;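 active = percent inhibition above its own plate's cutoff, namely the mean of that plate's compound wells plus 3 SD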;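 also: peak over basal fluorescence ratio during 140 s after agonist addition; 0% = ACh EC80 plus DMSO and 100% = DMSO alone without agonist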
CHO parental Ca: counter-screen for OX1R antagonists: effect in parental CHO cells; parental CHO-K1, ATP-induced calcium, Fluo-8 fluorescence; inhibition, % at 5.6 µM; 330,000 tested, 0.63% active;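 active = inhibition above that plate's mean sample inhibition plus 3 SD, cut at about 26% in these data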;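 also: 0% = ATP-challenged DMSO wells and 100% = DMSO wells without ATP; some compounds past the cut are filed as inactive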
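Assay system: untransfected parental CHO cell line. Also added: ATP agonist challenge. Dosing: one dose, 5.6 µM nominal. Measured by: Fluo-8 fluorescence. Read-out: % inhibition. Benchmarks: ATP wells versus no-ATP DMSO wells. Repeats: no replicates.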
TAAR1 antag: human TAAR1 antagonism; CHO RD-HGA16 TAAR1, Fluo-8 calcium fluorescence, antagonist; inhibition, % at 3 µM; 360,000 tested, 1.5% active; AID 624466;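 active = inhibition above a per-plate cutoff, the mean inhibition of test compounds on that plate plus 3 SD, cut at about 49% in these data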;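 also: 0% = DMSO plus EC80 beta-PEA response and 100% = DMSO alone without agonist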
Target sequence (Q96RJ0 whole entry, looked up): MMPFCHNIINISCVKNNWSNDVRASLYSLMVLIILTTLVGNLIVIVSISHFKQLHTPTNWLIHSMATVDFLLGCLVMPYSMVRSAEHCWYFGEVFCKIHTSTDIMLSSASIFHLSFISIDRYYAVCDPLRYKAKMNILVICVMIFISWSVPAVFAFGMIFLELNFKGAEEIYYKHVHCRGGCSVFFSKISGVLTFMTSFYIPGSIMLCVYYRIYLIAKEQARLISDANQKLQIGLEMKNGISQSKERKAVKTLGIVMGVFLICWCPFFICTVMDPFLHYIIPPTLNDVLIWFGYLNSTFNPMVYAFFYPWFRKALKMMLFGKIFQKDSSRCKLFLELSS
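Material: CHO RD-HGA16 cells bearing hTAAR1; compound dosing: one-point dosing, 3 µM nominal final; schedule: dye loading 75 min at 37 °C, then 30 min room temperature; measured by: calcium fluorescence with Fluo-8; control set: vehicle and agonist controls; replication: n of 1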
M1 ag parental: nonselective activator or artifact in parental CHO-K1 cells; Fluo-8 calcium fluorescence; scaled to maximal ATP response, vehicle zero; activation, % at 3 µM; 360,000 tested, 0.48% active; in the data active = activation above about 15%;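 also: untransfected CHO-K1 host cells lacking M1 receptor as counterscreen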
CHO-K1 Ca PAM: counter-screen for M1 PAMs: effect in parental CHO-K1 cells; ATP EC20, Fluo-8 calcium fluorescence; 0% at ATP EC20, 100% at ATP max; activation, % at 3 µM; 360,000 tested, 0.02% active; AID 602247;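 active = activation above the run cutoff, the mean activation of all test compounds plus 3 SD, cut at about 40% in these data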;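 also: peak over basal fluorescence ratio in a 140 s read after ATP addition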
CHO-K1 Ca antag: M1 antagonist counterscreen hit in parental CHO-K1 cells; inhibition, % at 3 µM; AID 602250; ATP-induced calcium, Fluo-8 fluorescence; 360,000 tested, 0.6% active;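 active = inhibition above a per-plate cutoff, the plate's mean sample inhibition plus 3 SD, cut at about 24% in these data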;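 also: 0% = DMSO plus EC80 ATP and 100% = DMSO alone without ATP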
M1 ag: activates human CHRM1 receptor. AID 588814. CHO-K1 hM1, Fluo-8 calcium fluorescence, agonist mode; 0% DMSO, 100% acetylcholine EC100. 360,000 tested, 0.33% active. activation, % at 3 µM. P11229;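 active = activation above the run's mean compound activation plus 3 SD, cut at about 16% in these data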;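 also: peak over basal fluorescence ratio within a 140 s kinetic read after compound addition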
OXTR potentiator: potentiates the human oxytocin receptor response; P30559; CHO-OTR cells, Fluo-8 calcium fluorescence, potentiator mode; 0% = oxytocin EC15, 100% = EC100; activation, % at 3 µM; 320,000 tested, 0.061% active;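 active = activation above that plate's cutoff, the mean activation of tested compounds plus 3 SD, cut at about 6.6% in these data, passing the limit was not always enough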;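 also: 100% uses oxytocin at 75 nM as the full agonist control; some results filed as inactive read as strong as hits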
Target sequence (P30559 whole entry, looked up): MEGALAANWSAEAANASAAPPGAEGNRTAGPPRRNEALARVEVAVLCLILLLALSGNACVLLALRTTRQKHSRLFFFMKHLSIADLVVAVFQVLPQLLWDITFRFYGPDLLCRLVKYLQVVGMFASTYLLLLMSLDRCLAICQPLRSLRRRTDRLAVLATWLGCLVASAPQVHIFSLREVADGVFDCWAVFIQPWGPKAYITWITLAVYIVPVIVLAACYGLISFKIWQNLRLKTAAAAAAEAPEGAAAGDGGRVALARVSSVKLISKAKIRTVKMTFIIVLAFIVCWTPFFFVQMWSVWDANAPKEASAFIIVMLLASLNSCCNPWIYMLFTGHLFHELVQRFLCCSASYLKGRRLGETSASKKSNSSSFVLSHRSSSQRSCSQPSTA
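System: human OTR in CHO cells; Also added: sub-maximal oxytocin, roughly EC15; Timing: compound 6 min at room temperature before oxytocin, 100 s read; Technique: Fluo-8 intracellular calcium fluorescence, ex 470-495, em 515-575 nm; Controls: oxytocin EC15 low and EC100 high; Replication: singlicate.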
TAAR1 ag: agonists of human TAAR1. Q96RJ0. CHO RD-HGA16 TAAR1, Fluo-8 calcium fluorescence; vehicle wells 0%, saturating PEA agonist 100%. activation, % at 3 µM. 360,000 tested, 0.99% active;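 active = activation above the mean activation of all test compounds in the run plus 3 SD, cut at about 38% in these data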
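Assay system – CHO-derived RD-HGA16 cells with stable Gα16 and human TAAR1 · Compound dosing – one-point dosing at 3 µM (nominal) · Incubation – 17-24 h seeding, 75 min 37 °C dye, 30 min RT · Measured by – kinetic Fluo-8 calcium fluorescence · Control set – DMSO vehicle as 0%, PEA at EC100 as 100% · Repeats – single well for each compound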
An asterisk follows results filed as active; . = no result given.

SMILES	M1 antag	CHO parental Ca	TAAR1 antag	M1 ag parental	CHO-K1 Ca PAM	CHO-K1 Ca antag	M1 ag	OXTR potentiator	TAAR1 ag
Cc1nn(CC(=O)NCC2CCCO2)c(C)c1[N+](=O)[O-] (stereo not drawn)	-3	-4	3	2.7	26	4	-4	2	6
Cc1sc(NC(=O)CN2CCN(c3ccccn3)CC2)c(C#N)c1C	-26	-18	11	0.1	24	-11	-3	-9	9
COc1cc(NC(=O)CC(C)n2ccnc2)cc(OC)c1 (stereo not drawn)	-12	-4	7	-0.6	5	-9	-4	-16	3
CC(C)c1ccc(NC(=O)c2cc(-c3cc(F)ccc3OCC3CCCO3)n[nH]2)cc1 (stereo not drawn)	-2	.	-3	0.4	-5	-10	-6	.	0
CC(=O)c1ccc(OCC(O)CN2CCN(S(=O)(=O)c3c(C)c(C)cc(C)c3C)CC2)cc1 (stereo not drawn)	3	11	37	2.3	-17	-6	-4	-15	14
Cc1ccc(S(=O)(=O)N[C@H](C(=O)N2CCC(C(=O)N[C@H](C(=O)O)c3ccccc3)CC2)C(C)C)cc1	-9	-14	0	-0.1	8	0	0	0	1
Cc1ccc(CNC(=O)C2CCC(=O)N(CCc3ccc(Cl)cc3)C2)s1 (stereo not drawn)	16	-11	-14	0.6	-10	7	-4	-6	-1
CCC(CC)C(=O)N(C)c1c(C)nc2c(OCc3ccc(C(F)(F)F)cc3)cccn12	-12	.	-6	2.0	13	-16	-9	.	-2
C[C@H]1[C@@H](c2ccccc2)Oc2ccc(Cl)cc2S(=O)(=O)N1Cc1ccc(F)cc1F	-2	.	-27	0.2	5	2	-1	.	2
CCN1CCN(C(=S)Nc2ccc3nc(N4CCN(C)CC4)cc(C)c3c2)CC1	2	-8	-10	0.1	8	-12	-8	-10	2
S=c1[nH]nc(COc2ccccc2)n1-c1ccc(Cl)cc1	0	.	-11	0.2	-10	6	-1	.	8
COc1cccc(CNc2ncnc3cc(OC)c(OC)cc23)c1	-4	-1	-3	2.0	13	-5	-4	-9	-1
NC(=O)c1oc2ccccc2c1NC(=O)C1CC(=O)N(c2ccccc2)C1 (stereo not drawn)	-17	-17	.	1.4	-20	5	3	3	.
CCOC(=O)c1c(CN2CCOCC2)n(-c2ccccc2)c2cc(Br)c(OC)cc12	2	-56	-21	-0.3	1	5	0	-9	3
Cc1ccc(-c2nn(CCC(=O)NC(C)C)c(=O)c3ccccc23)cc1	-13	-21	0	0.3	3	0	-3	-9	3
O=C(Nc1ccccc1SC(=O)c1ccccc1)c1ccccc1	-3	.	15	3.0	6	11	0	.	16
Cc1c(C(=O)NC(=S)Nc2ccc(NC(=O)c3cccs3)cc2)oc2ccccc12	-9	-1	-4	0.4	9	-8	0	-3	-1
O=C(N/N=C/c1cccc(C(F)(F)F)c1)c1ccc(O)cc1	1	15	16	0.5	23	-6	-6	-14	2
CC(C)(C)S(=O)(=O)/C(C#N)=N/Nc1ccc(C#N)cc1	10	-4	-3	8.0	18	-3	-3	-5	9
CC(C)NC(=O)N1CCN(c2ccncc2S(=O)(=O)N2CCCCC2)CC1	-19	-10	-35	0.8	12	-7	-4	1	4
CN1OC[C@@H]2CN(C(=O)CCc3ccccc3)[C@H](c3cccc(Oc4ccccc4)c3)C[C@@H]21	-2	.	0	0.7	16	-21	-4	.	-2
CCc1c(C)nc2c(-c3ccccc3)c(C)nn2c1Nc1ccc(NC(C)=O)cc1	-15	-10	-8	1.4	3	-17	-2	-10	2
Cc1ccc2cc(COC(=O)c3cccc([N+](=O)[O-])c3)c(=O)[nH]c2c1	-7	-15	-22	2.3	18	-11	-6	-4	-4
CCC(C)(C)n1nnnc1C(c1ccc2ncccc2c1)N1CCN2CCCC2C1 (stereo not drawn)	-15	-20	-14	-0.7	-15	-4	-6	-6	3
CCc1nc2c(OCc3c(C)noc3C)cccn2c1N(C)C(=O)C(C)C	-20	.	.	0.4	33	-16	-9	.	.

2 neighbouring compounds out of the list so far, for reference:
SMILES	M1 antag	CHO parental Ca	TAAR1 antag	M1 ag parental	CHO-K1 Ca PAM	CHO-K1 Ca antag	M1 ag	OXTR potentiator	TAAR1 ag
CC(=O)c1ccc(OCC(O)CN2CCN(S(=O)(=O)c3c(C)c(C)cc(C)c3C)CC2)cc1 (stereo not drawn)	3	11	37	2.3	-17	-6	-4	-15	14
Cc1ccc(S(=O)(=O)N[C@H](C(=O)N2CCC(C(=O)N[C@H](C(=O)O)c3ccccc3)CC2)C(C)C)cc1	-9	-14	0	-0.1	8	0	0	0	1

The list continues:
SMILES	M1 antag	CHO parental Ca	TAAR1 antag	M1 ag parental	CHO-K1 Ca PAM	CHO-K1 Ca antag	M1 ag	OXTR potentiator	TAAR1 ag
Cc1ccn2c(CNC(C)c3cn(C)nc3C)c(C(=O)N3CCCCCC3)nc2c1 (stereo not drawn)	-9	-20	-18	0.9	8	-7	-6	-7	1
CCOC(=O)C1CCN(c2c(NCc3ccc(C(=O)NCCOC)cc3)c(=O)c2=O)CC1	-8	-17	2	0.5	22	-10	-3	-4	12
COC(=O)[C@@H]1[C@H](CCc2ccccc2)NC(=O)N(Cc2ccccc2)[C@@H]1C	8	-29	3	0.0	9	-6	-2	-18	14
N#CC(Sc1ccccn1)c1ccc(Cl)cc1 (stereo not drawn)	18	-12	-5	0.2	9	-2	-13	-5	7
Cc1cc(C)n(-c2ccc3nnc(C)n3n2)n1	-8	-11	5	-0.2	17	-15	-3	5	4
CCCCCCCCCC[n+]1cccc(C(=O)N(CC)CC)c1	42*	-9	-17	0.3	9	-3	-9	-1	10
CCC(CC)C(=O)Nc1cc(C)cc(C)c1	5	-20	3	0.7	-4	3	-3	-4	-1
CCOc1nc(Oc2cccc(C(=O)O)c2)nc(Oc2cccc(C(=O)O)c2)n1	-11	4	3	1.3	14	-6	-4	-6	-1
CCCCOc1ccc(C(=O)NCC(=O)NCC(c2ccc(OC)cc2)N2CCCC2)cc1 (stereo not drawn)	7	-22	-8	0.0	-8	2	-9	3	-1
Cc1cc(NC(=O)c2ccc(Br)c([N+](=O)[O-])c2)no1	-5	16	-2	-0.1	2	-11	-2	-6	9
O=C(Cn1c(=O)oc2ccccc21)NCC1COc2ccccc2O1 (stereo not drawn)	-9	-5	10	2.4	14	-7	-2	-6	1
COCC(=O)NNS(=O)(=O)c1ccccc1[N+](=O)[O-]	3	5	-4	-0.3	-11	5	0	2	0
COc1ccc(-c2nnn(Cc3nc(N)nc(N4CCOCC4)n3)n2)cc1OC	-7	-18	-2	-0.1	7	-7	-2	-2	7
Cn1c(CCNC(=O)c2ccco2)nc2cc([N+](=O)[O-])ccc21	-11	-10	-9	1.9	10	-6	-3	-4	0
CNS(=O)(=O)c1cn(CC(=O)N(C)Cc2ccccc2)cc1S(=O)(=O)NC	-10	8	6	1.3	6	-11	0	-13	4
Cc1ccc(-n2ncc3c(=O)[nH]c(SCC(=O)N4CCN(c5ccccc5)CC4)nc32)cc1	0	-11	-1	0.0	-3	-6	0	-3	5
S=C(NCCCc1ccccc1)NCc1ccccc1	8	.	-10	1.0	2	8	-4	.	0
COc1ccc(-c2c(C)c3ccc(O)cc3oc2=O)cc1OC	-4	-19	-8	1.2	2	-10	-1	-6	2
CC(C)c1ccc(-c2nc(N3CCOCC3)[nH]c(=O)c2C#N)cc1	-4	-4	22	0.1	15	-11	-4	-2	5
CC(=O)c1cc(C(=O)N2CCc3c([nH]c4ccccc34)C2C2CCCCC2)[nH]n1 (stereo not drawn)	-2	-1	11	-0.3	3	-14	-4	-2	-1
CC1CCCN(C(=O)c2cccc(S(=O)(=O)N3CCCc4ccccc43)c2)C1 (stereo not drawn)	-7	-33	1	4.1	2	-4	2	-7	1
O=C(Cc1ccc(OCc2ccccc2)cc1)NCc1ccc2c(c1)OCO2	-2	.	-33	0.6	9	-1	0	.	1
CSc1nnc(CCNS(=O)(=O)c2ccc(Br)cc2)n1C	-8	-3	-3	0.3	32	-7	-8	-5	-2
CN(Cc1ccccc1)C(=O)c1cccc(NC(=O)Cc2ccc(NC(=O)C3CCCN(C(=O)C4CCCCC4)C3)cc2)c1 (stereo not drawn)	5	.	33	1.6	9	-1	-9	.	1
O=C(C[C@H]1C[C@H]2c3cc(NS(=O)(=O)c4ccc(F)cc4)ccc3O[C@H]2[C@H](CO)O1)NCc1ccncc1	-5	.	-12	-0.4	-8	-1	-5	.	-1

(next part)
SMILES	M1 antag	CHO parental Ca	TAAR1 antag	M1 ag parental	CHO-K1 Ca PAM	CHO-K1 Ca antag	M1 ag	OXTR potentiator	TAAR1 ag
C/C(=N\O)c1ccc2c(c1)OCCO2	-3	-12	-3	0.3	20	-8	-2	-10	3
CSc1ccccc1NC(=O)CCn1c(=O)sc2ccccc21	2	-25	4	0.5	10	-14	-3	-13	9
O=C(NCC1CCCO1)C(c1cccs1)N(C(=O)c1ccc(-c2ccccc2)[nH]1)C1CCCC1 (stereo not drawn)	8	-32	-7	0.6	1	-2	-5	-9	4
CC1(C)CC(=O)C2=C(C1)OC(N)=C(C#N)C2c1ccccc1OC(=O)N1CCOCC1 (stereo not drawn)	0	-13	7	-0.3	1	-4	-4	-6	0
Cc1noc(C)c1C(=O)OCC(=O)C12CC3CC(CC(C3)C1)C2	-10	-10	3	-0.2	18	-4	-3	2	27
COc1ccc(C(=O)Nc2nc(OCC(F)(F)F)cnc2/C=C\c2ccccc2)c(OC)c1	-8	.	-10	0.6	17	-7	-4	.	1
COc1ccc(C(=O)N2CCCC(Nc3ccc(C)c(C)c3)C2)c(OC)n1 (stereo not drawn)	-6	-22	-25	-0.1	-5	-1	-3	1	3
CCc1ccc(NC(=S)N(CCN2CCCCC2)Cc2ccco2)cc1	3	-13	-16	0.0	20	-14	-8	-8	1
Cc1cccc(C)c1NC(=O)CNC(=O)c1cnccn1	-19	16	4	1.4	7	-14	0	-3	0
O=C1N=c2ccccc2=C1c1sc(=S)n(CC2CCCO2)c1O (stereo not drawn)	-13	-10	-12	0.5	17	-7	-3	-13	2
Cc1occc1-c1nnc(SCC(=O)NCc2cccs2)n1-c1ccc(F)cc1	-7	-29	-1	-0.1	6	-4	-4	-19	12
CCOC(=O)CCCn1ccc2cc(S(=O)(=O)N3CCCC3)ccc21	-4	-9	0	2.3	3	4	-7	-7	1
CCn1cc([N+](=O)[O-])c(C(=O)N2N=C(c3ccc(O)c(OC)c3)CC2c2ccccc2O)n1 (stereo not drawn)	14	-23	28	3.4	-5	14	-4	-17	12
COc1ccccc1NS(=O)(=O)c1ccc2c(c1)n(C)c(=O)n2C	-10	-5	-5	5.3	6	-14	2	-9	4
Cc1cccc(NC(=O)N2CCN(Cc3ccccc3)CC2)c1	-6	4	1	0.1	11	-9	-4	5	8
CC(C)C/C(O)=C/c1nc2cc(Cl)ccc2oc1=O	6	-8	-19	1.0	15	-10	-2	-8	1
